Assay outcomes from PubChem.
Efflux pump inh – antifungal efflux pump inhibition, Nile Red retention | S. cerevisiae Candida pump triplex | inhibition, % at 10 µM | actives 0.44% (n = 330,000) | AID 485275;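 active = plate passing quality check with inhibition over a set limit, or well fluorescence over plate mean plus 4 SD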;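 also: Nile Red retained in pooled yeast measured as flow cytometry median fluorescence; 0% = buffer negative control and 100% = Enniatin B positive control; higher means more Nile Red kept so more efflux inhibition; some compounds called inactive have numbers as strong as hits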
PP1 inh – PP1-alpha (human) inhibition in PP5 counter-screen | purified PP1alpha, OMFP fluorescence | inhibition, % at 6.7 µM | actives 0.9% (n = 320,000);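 active = inhibition above the mean inhibition of all tested compounds plus 3 SD, computed separately for each screening campaign, cut at about 15% in these data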
Target sequence (P62136 whole entry, looked up): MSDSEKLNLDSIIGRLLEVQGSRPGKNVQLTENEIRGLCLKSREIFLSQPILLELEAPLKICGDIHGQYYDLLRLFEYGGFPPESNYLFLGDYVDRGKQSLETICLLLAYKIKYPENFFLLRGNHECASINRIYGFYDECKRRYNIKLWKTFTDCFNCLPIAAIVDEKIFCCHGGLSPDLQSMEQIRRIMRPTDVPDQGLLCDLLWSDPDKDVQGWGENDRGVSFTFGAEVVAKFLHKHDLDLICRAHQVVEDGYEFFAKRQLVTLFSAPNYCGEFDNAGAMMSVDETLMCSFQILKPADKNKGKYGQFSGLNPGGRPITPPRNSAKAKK
CTSL1 counter – counter-screen for PFM18AAP inhibitors: inhibitors of F. hepatica cathepsin L1; actives 0.49% (n = 300,000); AID 1906; inhibition, % at 5.96 µM; recombinant F. hepatica cathepsin L1, Z-Leu-Arg-MCA fluorescence;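 active = inhibition above the mean of all tested compounds plus 3 SD, set per screening campaign, cut at about 17% in these data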;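 also: 0% = plate median of test compound wells and 100% = 1 µM Z-Phe-Ala-diazomethylketone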
LYPLA2 inh – counter-screen for PME1 inhibitors: inhibitors of human LYPLA2; AID 2177; inhibition, % at 5.9 µM; recombinant LYPLA2, FP-Rh probe fluorescence polarization; O95372; actives 0.38% (n = 320,000);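 active = inhibition above the screen-wide mean plus 3 SD, limit set per campaign, cut at about 26% in these data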;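 also: 0% = LYPLA2 with DMSO and 100% = wells lacking LYPLA2 enzyme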
Target sequence (O95372 whole entry, looked up): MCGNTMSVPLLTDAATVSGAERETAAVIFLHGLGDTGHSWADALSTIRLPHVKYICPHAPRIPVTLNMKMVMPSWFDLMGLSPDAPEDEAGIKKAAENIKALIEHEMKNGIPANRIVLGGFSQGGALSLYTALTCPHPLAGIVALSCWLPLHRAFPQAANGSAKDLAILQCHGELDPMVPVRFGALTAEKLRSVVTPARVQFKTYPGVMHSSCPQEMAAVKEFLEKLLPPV
GASC-1 inh – blocks human GASC-1 demethylase activity | inhibition, % at 2.35 µM | AID 2099 | Q9H3R0 | actives 0.069% (n = 330,000) | GST-JMJD2C(1-420) H3K9me3 demethylation, DELFIA europium;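 active = more than half of a compound's replicate wells show inhibition beyond 50%, single wells judged on their own value; inconclusive = some, but no more than half, of replicates pass 50% inhibition; inactive = no replicate passes 50% inhibition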;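 also: signal counts dimethyl H3K9 product captured on neutravidin plate; 0% = median of DMSO wells and 100% = 0.3 times that DMSO median; strong numbers were not always called active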
Target sequence (Q9H3R0 1-420 limits assumed): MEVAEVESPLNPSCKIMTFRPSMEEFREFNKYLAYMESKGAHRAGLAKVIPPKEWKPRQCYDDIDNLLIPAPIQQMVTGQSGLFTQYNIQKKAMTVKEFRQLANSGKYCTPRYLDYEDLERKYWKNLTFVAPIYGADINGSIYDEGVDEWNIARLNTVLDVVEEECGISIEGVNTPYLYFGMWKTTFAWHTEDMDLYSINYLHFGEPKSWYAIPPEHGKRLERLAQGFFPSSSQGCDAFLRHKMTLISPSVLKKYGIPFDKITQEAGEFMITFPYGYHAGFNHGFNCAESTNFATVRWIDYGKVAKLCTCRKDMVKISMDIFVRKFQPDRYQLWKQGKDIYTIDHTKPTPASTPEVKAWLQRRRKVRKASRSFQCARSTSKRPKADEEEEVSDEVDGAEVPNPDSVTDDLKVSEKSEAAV
TPT1 inh – inhibitors of Candida albicans tRNA 2'-phosphotransferase TPT1. inhibition, % at 5 µM. recombinant caTPT1, FP RNA substrate dephosphorylation. actives 0.81% (n = 300,000). AID 1962;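 active = inhibition above the mean of all tested compounds plus 3 SD, set per screening campaign, cut at about 24% in these data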;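 also: plate controls were DMSO alone for no effect and ferristatin control at 100 nM for full effect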
PP5 inh – blocks human protein phosphatase 5 activity | P53041 | purified PP5c, OMFP substrate fluorescence | inhibition, % at 6.7 µM | actives 0.18% (n = 320,000);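 active = inhibition above the campaign's mean inhibition across all tested compounds plus 3 SD, cut at about 9.5% in these data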;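 also: 0% = DMSO only and 100% = 100 µM cantharidin control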
core dimer inh – blocks dimerization of HCV core protein | TR-FRET GST/Flag-core106 dimerization, 1536-well | inhibition, % at 5 µM | actives 0.33% (n = 300,000) | AID 1899;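 active = inhibition above the mean of all tested compounds plus 3 SD, set per screening campaign, cut at about 45% in these data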
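System: GST/Flag-tagged HCV core106 proteins. Incubation: compound-protein-antibody incubation 4 h at 22.5 °C. Technique: HTRF with 340 nm excitation, 617/671 nm emission. Medium: KF-containing HEPES buffer, pH 7.45, DTT, CHAPS, BSA. Read-out: inhibition (%) from 671 over 617 nm ratio. Also added: Eu(K)-anti-GST 90 ng/mL plus XL665-anti-Flag 1 µg/mL.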
PREPL inhibitor – inhibits the human prolyl oligopeptidase-like enzyme; Q4J6C6; recombinant PREPL, fluorescence polarization activity-based probe; inhibition, % at 5.96 µM; actives 0.68% (n = 320,000); AID 2751; in the data active = inhibition above about 43%;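 also: 0% = enzyme with DMSO and 100% = wells lacking enzyme; many of its hits are not listed in these tables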
Active calls of the source: *; u = inconclusive; x = no result given; & = joins results of further samples. An excerpt; the hit share may differ from the screen's.

SMILES	Efflux pump inh	PP1 inh	CTSL1 counter	LYPLA2 inh	GASC-1 inh	TPT1 inh	PP5 inh	core dimer inh	PREPL inhibitor
CC(C)N1CCc2c(sc(NC(=O)CCS(=O)(=O)c3ccccc3)c2C(N)=O)C1	-0.1	-3	0	4	9	1	2.1	-8	7
CCN(CC)C(=O)Cn1cc(S(=O)(=O)CC(=O)Nc2ccccc2C)c2ccccc21	1.7	-2	-6	4	-1	-5	1.9	3	-9
CSc1ncccc1C(=O)NNc1cc(Cl)ccc1Cl	0.1	-2	-6	20	12	-3	2.0	4	-5
CC(C)c1ccc(/C=c2\sc3nc(-c4ccncc4)nn3c2=O)cc1	-0.1	0	-3	11	18	1	0.1	13	-5
Cc1ccc(NC(=O)CN2CCC(NC(=O)Cc3ccccc3)CC2)cc1C	0.0	-2	3	2	-1	2	-1.5	1	-1
COC(=O)[C@H](Cc1ccccc1)NC(=O)NCc1ccccc1	-0.1	-2	1	0	0	1	-2.3	-1	-7
COc1ccc(-c2c(NC(=O)c3ccco3)oc3ccc(Cl)cc3c2=O)cc1	-0.1	4	-1	2	-14	-7	1.4	-3	25
Cc1ccc(-n2ncc3c2CCCC3NC(=O)CCn2ccnc2C)cc1C (stereo not given)	0.1	-3	3	0	-10	-5	3.3	-1	9
Cc1ccc(NC(=O)c2ccc(Cl)c(S(=O)(=O)NCC3CCCO3)c2)c(O)c1 (stereo not given)	0.3	-9	-5	5	-17	3	3.5	15	24
Cc1ccc(N(Cc2cc3ccc(C)cc3[nH]c2=O)C(=O)c2ccco2)cc1	-0.1	2	6	2	-3	-1	1.0	5	-10
CC(C)C(NS(=O)(=O)c1cccc2nsnc12)C(=O)NC1CCCCC1 (stereo not given)	-0.1	1	-2	15	3	2	3.7	-9	13
O=S(=O)(NCc1cn2ccccc2n1)c1ccccc1F	-0.1	-1	-3	1	-2	5	-2.1	4	-4
CNc1nc(N)c(C(=O)C(C)(C)C)s1	0.0	1	0	5	-8	0	0.8	-2	6
Cc1ccc(SC(C)C(=O)Nc2c(C)n(C)n(-c3ccccc3)c2=O)cc1 (stereo not given)	-0.3	1	-2	2	-1	2	1.7	0	11
CN(C)c1cccc(C(=O)Nc2cc(C(F)(F)F)ccc2-n2cnc3ccccc32)c1	0.9	9	-6	2	41	-8	5.0	-7	10
Cc1ccc(C2CC(c3ccc(Br)cc3)=NN2C(=O)CSC2=NN3CCCC(=O)N=C3S2)cc1 (stereo not given)	0.0	2	-1	-2	-77	-2	0.1	6	13
Cc1cc(/C=C2\C(=N)N3C(SCc4ccccc4)=NSC3=NC2=O)c(C)n1Cc1ccccc1	0.1	0	-2	-5	1	6	1.8	4	10
Cc1cnc(NC(=O)COc2ccccc2Cl)s1	-1.0	-8	-3	6	2	-2	0.2	1	8
CCc1nc(SCc2cccnc2)c2c(=O)n(C)c(=O)n(C)c2n1	-0.3	-1	2	5	-9	-5	0.7	25	-13
Cc1nc2oc3ccccc3c(=O)c2cc1C(=O)O	0.0	1	0	-7	-36	1	-1.0	4	-3
COc1ccc(CNC(=O)CC23CC4CC(CC(C4)C2)C3)cc1OC	-0.2	1	-2	-5	38	-2	-0.6	4	-4
O=c1[nH]n(-c2cccc(Cl)c2)c2ncccc12	0.1	1	-3	4	3	-2	1.2	-7	-7
COCCN(C(=O)COC(=O)CC(C)c1ccccc1)c1c(N)n(Cc2ccccc2)c(=O)[nH]c1=O (stereo not given)	-0.1	-2	-4	7	-3	-2	-2.4	-5	-2
COc1ccc(S(=O)(=O)N2CCC(C(=O)OCC(=O)c3ccccc3)CC2)cc1[N+](=O)[O-]	-0.1	1	3	10	-7	2	2.1	6	6
O=C(NCc1ccncc1)c1cc(-c2ccc(Cl)cc2)oc1C(F)(F)F	0.1	-3	-3	2	-9	-4	3.3	-4	-34
S=C(Nc1cccc(Cl)c1Cl)N1CCC2(CC1)OCCO2	0.1	-3	6	-11	-1	3	-2.0	-2	6
O=C(Nc1nnc(C(F)(F)F)s1)c1cccnc1	0.1	-4	1	-7	13	-2	-1.1	1	6
CCN1CCN(C(=S)Nc2ccc(Cl)cc2Cl)CC1	0.0	-2	-3	1	6	2	-1.5	-2	0
OC(CN1CCCCC1)Cn1c2ccccc2c2ccccc21 (stereo not given)	0.8	0	-3	0	-7	1	2.9	4	-2
CCOC(=O)c1c(NC(=O)CSc2ncn[nH]2)sc(C)c1C	-0.2	1	-2	5	-9	-2	2.6	-3	-7
CCn1c(SC(C)C(=O)Nc2ccc3c(c2)OCCO3)nnc1C1CC1 (stereo not given)	-0.1	1	x	4	x	x	2.4	x	16
CN1CCN(S(=O)(=O)c2cccc(C(=O)Nc3sc4c(c3C(N)=O)CCCC4)c2)CC1	0.6	-4	5	-8	31	2	1.4	6	13
COC(=O)c1sccc1NC(=O)COc1ccc(F)cc1Cl	1.1	-1	4	11	u	-6	0.9	3	15
Cc1ccc(NC(=O)CN2C(=O)N/C(=C/c3cccn3-c3ccc(C(=O)O)cc3)C2=O)cc1	-0.1	1	2	6	36	14	2.7	-35	9
C=CCNC(=O)COc1coc(CN2CCN(Cc3ccccc3)CC2)cc1=O	0.4	-5	-9	-1	-11	1	0.7	6	14
O=C(c1cc2cc(F)ccc2[nH]1)N1CCc2ccccc2C1	0.1	-4	-3	-3	-15	-2	3.4	12	-11
CCOc1cccc(N2C(=O)CC(N(CCc3ccc(OC)c(OC)c3)C(=O)CC)C2=O)c1 (stereo not given)	0.0	1	-1	1	6&-5	-1	3.6	2	14
COc1ccc(NC(=O)Nc2ccc3c(c2)OCO3)c(C)c1	0.3	-6	-2	2	-3	-2	3.4	-14	13
O=C(c1cc2cc(Cl)ccc2oc1=O)N1CCCCCCC1	0.0	-3	-1	-2	4	-2	0.1	6	14
COC(=O)Cn1ncc2c(C)n(Cc3ccccc3)c(C)c2c1=O	0.1	0	1	-3	40	0	0.2	-4	1
CCOc1ccc2[nH]c(=O)c(CN(CCO)C(=O)c3ccccc3F)cc2c1	0.0	-1	-2	3	-1	-2	2.5	-2	8
CCc1[nH]nc2c1C(c1ccncc1)C(C#N)=C(N)O2 (stereo not given)	-0.1	-2	6	-10	-12	1	1.4	1	9
COc1ccc(C(=O)Nn2c(C)nnc2-n2nc(C)cc2C)cc1OC	0.0	2	-3	7	9	-2	0.8	-7	7
Cc1cccc(OC(C)C(=O)N2CCN(Cc3ccc4c(c3)OCO4)CC2)c1 (stereo not given)	0.1	1	-3	-6	3	1	1.9	-3	10
Cc1ncc(CO)c(/C=N/NC(=S)Nc2ccc(C(C)C)cc2)c1O	-0.1	-2	-4	-2	2	6	2.2	0	20
Cc1ccc(Nc2nc(N)nc(CN3CCCCCC3)n2)cc1	0.0	3	-2	1	14	7	0.2	-1	28
NC(=O)C1CCCN(CC(=O)Nc2ccccc2C(=O)NC2CC2)C1 (stereo not given)	0.0	-4	x	-2	-4	x	0.9	x	4
Cc1cc(C(=O)NC2CCCCCCC2)ccc1[N+](=O)[O-]	0.2	-5	-1	2	3	-7	3.5	3	-2
CCOC(=O)c1c(NC(=O)COc2cccc3c2CCN(CC)C3=O)sc2c1CCC2	0.1	-2	5	6	-5	2	-2.0	0	7
CCCC(=O)Nc1nc(-c2ccccc2)c(CC)s1	0.0	-1	-1	-1	-4	-3	4.4	4	-6
COc1ccc(-c2cn(CCC(=O)O)c(-c3ccncc3)n2)cc1	0.0	0	4	0	4	0	0.4	-8	14
CC1CCCC(C)N1C(=O)c1cc(-c2ccc(Cl)c(Cl)c2)on1 (stereo not given)	0.2	0	0	-1	15	4	4.4	4	7
Cc1noc(C(=O)NCc2ccc(F)cc2)c1Cl	0.1	-4	-5	1	10	-1	0.5	0	-7
CC(C)CNc1oc(-c2ccc(F)cc2)nc1C#N	0.2	2	3	-6	10	3	1.7	-3	1
COC(=O)CSc1nc2cc(OC)ccc2cc1C#N	-0.1	-3	-1	1	-10	2	2.4	-10	-8
Cc1ccc(CNC(=O)c2cccc(OCc3c(C)noc3C)c2)cc1	0.0	-2	1	3	7	0	0.3	5	-16
Cc1ccc2nc(NC(=O)c3ccc(N4C(=O)CCC4=O)cc3)sc2c1	-0.1	2	2	-15	6	16	-0.7	48*	-3
O=C1C(=O)N(CCCn2ccnc2)C(c2cccc(Br)c2)/C1=C(\O)c1ccc2c(c1)OCCO2 (stereo not given)	0.5	5	6	6	2	0	1.6	-1	15
COCCN(C(=S)Nc1ccccc1OC)C1CCN(C(C)=O)CC1	0.0	0	-2	0	8	-4	1.4	-12	8
O=C(CCN1C(=O)/C(=C\c2ccc(F)cc2)SC1=S)Nc1ccc(O)cc1	-0.2	4	1	1	2	-1	5.1	-4	27
CCOc1ccc(C(CC(=O)O)n2cnnn2)cc1OC (stereo not given)	-0.3	0	-1	-2	50	-8	-1.4	-2	7
NC(=O)C(c1ccc(Br)cc1)c1ccc(C(=O)c2ccccc2)cc1 (stereo not given)	-0.2	2	1	9	0	0	3.8	12	-7

Given with values under each structure: part of the list above.
Each structure is followed by: Efflux pump inh	PP1 inh	CTSL1 counter	LYPLA2 inh	GASC-1 inh	TPT1 inh	PP5 inh	core dimer inh	PREPL inhibitor
- CC(C)CNc1oc(-c2ccc(F)cc2)nc1C#N
  0.2	2	3	-6	10	3	1.7	-3	1
- COC(=O)CSc1nc2cc(OC)ccc2cc1C#N
  -0.1	-3	-1	1	-10	2	2.4	-10	-8
- Cc1ccc(CNC(=O)c2cccc(OCc3c(C)noc3C)c2)cc1
  0.0	-2	1	3	7	0	0.3	5	-16
- Cc1ccc2nc(NC(=O)c3ccc(N4C(=O)CCC4=O)cc3)sc2c1
  -0.1	2	2	-15	6	16	-0.7	48*	-3
- O=C1C(=O)N(CCCn2ccnc2)C(c2cccc(Br)c2)/C1=C(\O)c1ccc2c(c1)OCCO2 (stereo not given)
  0.5	5	6	6	2	0	1.6	-1	15
- COCCN(C(=S)Nc1ccccc1OC)C1CCN(C(C)=O)CC1
  0.0	0	-2	0	8	-4	1.4	-12	8
- O=C(CCN1C(=O)/C(=C\c2ccc(F)cc2)SC1=S)Nc1ccc(O)cc1
  -0.2	4	1	1	2	-1	5.1	-4	27
- CCOc1ccc(C(CC(=O)O)n2cnnn2)cc1OC (stereo not given)
  -0.3	0	-1	-2	50	-8	-1.4	-2	7
- NC(=O)C(c1ccc(Br)cc1)c1ccc(C(=O)c2ccccc2)cc1 (stereo not given)
  -0.2	2	1	9	0	0	3.8	12	-7
